LRH-1 inv ag: inverse agonists of human LRH-1 (NR5A2) | O00482 | HEK293T StAR-luciferase reporter, LRH-1 transfected, 24 h | inhibition, % at 3.6 µM | 360,000 compounds, 0.13% hits | AID 602396;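 active = inhibition above the mean inhibition of all tested compounds plus 3 SD, cut at about 73% in these data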;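 note: 0% = DMSO wells and 100% = reporter-only cells lacking LRH-1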
ABHD5 PLIN5 PPI: ABHD5-PLIN5 protein interaction inhibition | Q00G26+Q8WTS1 | Split G. princeps luciferase complementation, luminescence, 4 h | inhibition, % at 4 µM | 360,000 compounds, 0.78% hits | AID 602281;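 active = inhibition above the mean inhibition across every tested compound plus 3 SD, cut at about 22% in these data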;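 note: 0% = DMSO only wells and the 100% control is not disclosed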
Target sequence (Q00G26 whole entry, looked up): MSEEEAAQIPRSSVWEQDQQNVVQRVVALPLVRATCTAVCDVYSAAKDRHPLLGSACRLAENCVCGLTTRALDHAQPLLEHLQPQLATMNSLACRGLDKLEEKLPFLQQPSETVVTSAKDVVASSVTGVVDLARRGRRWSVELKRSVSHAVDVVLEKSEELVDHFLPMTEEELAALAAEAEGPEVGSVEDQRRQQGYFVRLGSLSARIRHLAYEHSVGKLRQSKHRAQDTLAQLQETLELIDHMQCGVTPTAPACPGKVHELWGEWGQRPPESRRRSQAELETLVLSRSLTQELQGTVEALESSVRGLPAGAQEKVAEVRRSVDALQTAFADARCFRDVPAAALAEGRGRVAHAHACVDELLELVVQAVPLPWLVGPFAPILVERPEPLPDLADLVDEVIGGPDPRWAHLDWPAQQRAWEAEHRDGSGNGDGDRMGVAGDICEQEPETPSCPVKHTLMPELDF
Target sequence (Q8WTS1 whole entry, looked up): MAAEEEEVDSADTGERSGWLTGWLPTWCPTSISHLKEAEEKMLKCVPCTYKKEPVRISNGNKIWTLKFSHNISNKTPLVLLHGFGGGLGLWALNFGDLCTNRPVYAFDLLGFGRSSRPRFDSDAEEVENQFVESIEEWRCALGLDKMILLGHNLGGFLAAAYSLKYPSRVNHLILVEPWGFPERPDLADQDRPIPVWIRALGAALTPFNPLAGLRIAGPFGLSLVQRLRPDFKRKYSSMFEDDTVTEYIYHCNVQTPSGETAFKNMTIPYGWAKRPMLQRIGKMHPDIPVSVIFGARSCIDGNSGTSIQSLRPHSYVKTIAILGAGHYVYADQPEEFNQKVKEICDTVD
SRC2 inh: inhibits human steroid receptor coactivator 2. 370,000 compounds, 0.17% hits. HEK293 GAL4-SRC2 luciferase reporter, luminescence. Q15596. AID 651957. inhibition, % at 9 µM;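 active = inhibition above the mean inhibition of all tested compounds plus 3 SD, set per campaign, cut at about 52% in these data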;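 note: 0% = DMSO treated cells and 100% = cells given Gossypol at 36 µM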
TROY NFkB inh: TROY signaling inhibition; 360,000 compounds, 0.98% hits; inhibition, % at 10 µM; Q293 LMP1-TROYcd NF-kB luciferase reporter, 4 h; AID 1347056;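 active = compounds whose plate-normalised and pattern-corrected inhibition of the luciferase reporter signal at the single screening dose is 50% or more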
NCOA1 inh: human NCOA1 inhibition. AID 588354. inhibition, % at 3.6 µM. 360,000 compounds, 0.12% hits. Q15788. HEK293 GAL4-SRC1 luciferase reporter, luminescence;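 active = inhibition above the campaign mean plus 3 SD, with each screening campaign given its own cutoff, cut at about 60% in these data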;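 note: 0% = DMSO treated cells and 100% = gossypol at 36 µM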
TLR9-MyD88 block: blocks human TLR9 binding to MyD88 | Q9NR96+Q99836 | CHO BLA complementation TLR9-MyD88, CCF4 FRET ratio | inhibition, % at 4.98 µM | 340,000 compounds, 0.21% hits | AID 504734;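 active = inhibition above the mean over all tested compounds plus 3 SD, cut at about 21% in these data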;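 note: 0% = DMSO only wells and 100% = clavulanate BLA inhibitor control wells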
NOD2-RIPK2 inh: NOD2-RIPK2 protein interaction inhibition; CHO BLA complementation NOD2-RIPK2, CCF4 ratio; O43353; AID 624267; inhibition, % at 4.98 µM; 360,000 compounds, 0.38% hits; in the data active = inhibition above about 21%;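 note: 0% = vehicle only and 100% = reference blocker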
COUP-TFII inh: NR2F2 (human) inhibition, primary screen; P24468; HEK293T NGFI-A luciferase reporter, luminescence; inhibition, % at 8.6 µM; 370,000 compounds, 0.7% hits;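 active = inhibition above a per-plate cutoff, mean inhibition of test wells between control levels plus 3 SD, cut at about 38% in these data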;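 note: cells cotransfected with COUP-TFII expression vector driving the NGFI-A reporter; 0% = median of COUP-TF2 test wells and 100% = reporter-only cells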
Granule exo inh: blocks lytic granule exocytosis. TALL-104 LAMP-1 surface exposure, flow cytometry; cells stimulated with thapsigargin and PMA. 360,000 compounds, 0.66% hits. inhibition, % at 10 µM. AID 651702;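 active = inhibition above about 55%, limit read from the data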
TWEAK-Fn14 inh: TWEAK-Fn14 signaling inhibition. TWEAK-stimulated Fn14 reporter cells, luciferase luminescence, 8 h. inhibition, % at 10 µM. 360,000 compounds, 2% hits. AID 1159606; in the data active = inhibition above about 50%
SRC3 inh: human NCOA3 inhibition; Q9Y6Q9; HEK293 GAL4-SRC3 luciferase reporter, luminescence; inhibition, % at 3.6 µM; 360,000 compounds, 0.17% hits; AID 588352;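 active = inhibition above a per-campaign cutoff, the mean of all compounds plus 3 SD, cut at about 60% in these data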;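 note: 0% = DMSO-treated cells and 100% = gossypol-treated cells at 36 µM; higher means less SRC3-driven luciferase light from the GAL4 reporter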
* = called active by the depositor; · = not tested or not shown.

mol	NOD2-RIPK2 inh	TLR9-MyD88 block	TROY NFkB inh	ABHD5 PLIN5 PPI	TWEAK-Fn14 inh	SRC2 inh	LRH-1 inv ag	COUP-TFII inh	NCOA1 inh	SRC3 inh	Granule exo inh
COc1ccc(CCNC(=O)CCCCCn2c(SCC(N)=O)nc3cc4c(cc3c2=O)OCO4)cc1OC	-1	5	7	-1	21	-8	9	12	-19	14	0
COc1ccccc1N(CC(=O)N(C)Cc1ccccc1)S(=O)(=O)c1cccs1	7	-13	-7	-17	19	0	2	6	5	-17	-6
O=C(CC1C(=O)NCCN1CC1CCCCC1)NCc1ccccc1Cl (stereo not given)	10	7	-8	4	17	10	-6	4	-20	15	1
Cc1[nH]nc2c1C(c1ccc(O)cc1)C1=C(CC(C)(C)CC1=O)N2 (stereo not given)	-6	-10	-2	1	-21	-20	9	11	18	-1	1
COc1ccc(C2(c3ccc(OC)cc3)NC(=O)N(CC(=O)Nc3ccccc3)C2=O)cc1	3	-11	6	-1	-4	-25	-2	21	-40	-70	-11
Cc1occc1C(=O)N1CCCC(CO)(Cc2ccc(F)cc2F)C1 (stereo not given)	-14	-11	-5	4	2	-18	7	-7	-6	8	0
CC1CCCN(c2nc3c(c(=O)[nH]c(=O)n3C)n2CCSc2nc3ccccc3o2)C1 (stereo not given)	-4	-5	-1	-3	-6	11	5	1	-15	-17	2
CCCNS(=O)(=O)c1ccc(OCC(=O)N2CCOCC2)cc1	-6	-3	3	-3	9	13	33	-16	3	15	-2

The list goes on.
mol	NOD2-RIPK2 inh	TLR9-MyD88 block	TROY NFkB inh	ABHD5 PLIN5 PPI	TWEAK-Fn14 inh	SRC2 inh	LRH-1 inv ag	COUP-TFII inh	NCOA1 inh	SRC3 inh	Granule exo inh
COc1ccc(C(=O)CN2CCN(c3ccc(F)cc3)CC2)cc1	1	-10	-10	-5	6	-10	-2	7	-4	-17	4
COc1ccc(C(=O)CC(=O)C(=O)Nc2ccc(C)c(Cl)c2)cc1	-1	0	-18	3	8	-14	-10	11	5	-3	-4
COc1ccc(S(=O)(=O)NC(C)C(=O)NCc2ccncc2)cc1OC (stereo not given)	10	-2	2	4	1	1	7	3	3	12	-15
CC(C)NC(=O)N(C)C[C@H]1Oc2c(cccc2N(C)C)C(=O)N([C@H](C)CO)C[C@@H]1C	0	1	-4	-3	11	-13	3	15	-15	-4	-4
Cc1nc(N/C(N)=N/S(=O)(=O)c2ccccc2)nc2ccccc12	-3	7	-12	4	-1	-18	-10	-9	-4	-2	-1
CSCCC(NC=C1C(=O)OC(C)(C)OC1=O)C(=O)O (stereo not given)	0	-5	6	1	-7	5	3	5	-6	-7	3
Cc1ccc(S(=O)(=O)NC2CCCCC2)c2nsnc12	10	9	8	-6	-9	-13	5	15	-9	3	0
N#CCN(N=Nc1ccccc1)c1ccccc1	1	-1	-14	0	-8	-24	-7	-14	4	-20	9

Following part
mol	NOD2-RIPK2 inh	TLR9-MyD88 block	TROY NFkB inh	ABHD5 PLIN5 PPI	TWEAK-Fn14 inh	SRC2 inh	LRH-1 inv ag	COUP-TFII inh	NCOA1 inh	SRC3 inh	Granule exo inh
CCN(CC)C(=O)CCCOc1ccc(Cl)cc1Cl	7	-3	-61	-2	-15	-47	-68	-43	-65	-70	-1
CN(/N=C/c1cccnc1)c1cnn(-c2ccc(F)c(Cl)c2)c(=O)c1Cl	-1	-2	-4	6	-2	-8	-4	-18	1	21	-1
O=C(Nc1cc(Cl)cc(Cl)c1)C1CC(=O)N(C2CCCC2)C1 (stereo not given)	7	2	1	-2	1	18	7	-17	-4	-5	3
CC(C)CC(NS(=O)(=O)c1ccc2[nH]c(=O)c(=O)[nH]c2c1)C(=O)O (stereo not given)	-5	3	2	6	13	7	10	13	5	4	2
COC(=O)c1cc(C(=O)OC)cc(S(=O)(=O)Nc2ccc(Cl)c(N)c2)c1	2	2	2	1	21	34	-5	7	8	31	1
CNc1ccc2ncc(-c3ccccc3C(C)=O)n2n1	-1	·	5	5	-7	1	10	-10	9	17	-2
COc1ccc(S(=O)(=O)N2CCC(C(=O)N3CCCC3)CC2)cc1Cl	-12	0	2	-5	-9	-7	11	-6	2	0	-3
O=C(Cn1c(=S)[nH]c2ccccc2c1=O)N1CCN(c2ccccc2)CC1	3	-2	19	2	24	1	7	-8	8	15	0

Carrying on.
mol	NOD2-RIPK2 inh	TLR9-MyD88 block	TROY NFkB inh	ABHD5 PLIN5 PPI	TWEAK-Fn14 inh	SRC2 inh	LRH-1 inv ag	COUP-TFII inh	NCOA1 inh	SRC3 inh	Granule exo inh
Cc1cc(C(=O)Nc2nncs2)oc1C	-1	-14	-7	-9	6	-30	-13	-12	-28	-38	3
Cc1ccc(C2CC2c2n[nH]c(=S)n2-c2cccc(Cl)c2)cc1 (stereo not given)	0	7	15	-3	-2	-6	16	2	-17	8	10
NC(=O)c1ccccc1NC(=O)CCc1ccccc1	-6	-1	-34	-2	-2	·	-90	·	-87	-44	1
O=C(N/C=C/n1cnc2cc(C(F)(F)F)ccc21)c1ccccc1	5	1	9	0	-22	-9	4	7	11	8	-1
CC(=O)Oc1ccc(C2(C)CC(C)(C)NC(=S)N2C)c(OC(C)=O)c1 (stereo not given)	-11	-13	3	3	-17	-1	14	-8	0	10	-3
C=CCNC(=O)c1ccc(CNS(=O)(=O)c2ccc(NC(C)=O)cc2)cc1	1	-2	3	-2	-12	3	10	-11	-7	-9	-1
Cc1nnc(NC(=O)CSc2nnc(Cc3cccn3C)n2C)s1	-9	5	6	11	-17	0	1	-11	12	16	-5
COc1ccc(-n2c(-c3ccc(Cl)cc3)c[n+]3c2CCCCC3)cc1	1	-2	-16	3	-3	24	10	29	2	12	18

Continuation:
mol	NOD2-RIPK2 inh	TLR9-MyD88 block	TROY NFkB inh	ABHD5 PLIN5 PPI	TWEAK-Fn14 inh	SRC2 inh	LRH-1 inv ag	COUP-TFII inh	NCOA1 inh	SRC3 inh	Granule exo inh
CCn1c(SCc2cc(=O)[nH]c3ccccc23)nnc1C1CC1	4	-3	24	-3	20	-10	9	-19	-7	11	-1
COc1cccc(CN2CCN(C(=O)c3cc(-c4ccncc4)nc4ccc(C)cc34)CC2)c1	0	-6	21	-2	39	10	-6	18	-50	10	4
CS(=O)(=O)Nc1ccccc1C(=O)NCC1(N2CCCCC2)CCCCC1	11	-2	7	-9	3	0	4	-15	2	-3	-1
COc1ccc(CCCC(=O)NCCc2ccccc2)cc1	4	6	5	4	0	-2	-1	10	-4	-4	6
CN(CC(=O)Nc1ccc(F)c(F)c1F)C(=O)c1ccc(=O)[nH]c1	-7	-7	23	-1	1	21	-2	17	-8	-5	22
COC(=O)c1ccccc1S(=O)(=O)N1CCC(C(=O)NCc2ccco2)CC1	-5	11	-11	-6	7	15	18	15	2	12	0
COc1ccc(S(=O)(=O)NCCC(=O)OCC(=O)c2ccc[nH]2)cc1[N+](=O)[O-]	0	12	6	5	-5	4	-7	-2	-25	-2	1
C[C@@H]1CN([C@H](C)CO)C(=O)c2cc(Br)cnc2O[C@H]1CN(C)Cc1cccnc1	-4	5	0	5	-2	0	-4	18	-4	5	0

The list goes on.
mol	NOD2-RIPK2 inh	TLR9-MyD88 block	TROY NFkB inh	ABHD5 PLIN5 PPI	TWEAK-Fn14 inh	SRC2 inh	LRH-1 inv ag	COUP-TFII inh	NCOA1 inh	SRC3 inh	Granule exo inh
CCCOc1c(Cl)cc(C(=O)NC)cc1OC	2	13	19	-3	-22	17	7	-15	9	-14	4
Cc1ccc(-n2nc3ccc(NC(=S)NC(=O)/C=C/c4ccco4)cc3n2)cc1	-5	3	-27	3	10	-24	-95	-18	-76	-44	10
Cc1ccc(N2C(=O)C3NN=C(C(=O)OCc4ccccc4)C3C2=O)c(C)c1 (stereo not given)	-5	3	19	-3	0	-1	13	6	12	-13	-3
O=c1n(-c2ccccc2)c(=O)n2n1CCCC2	3	5	4	1	-1	8	-2	10	1	-2	9
O=C(CSc1ccc(Cl)cc1)Nc1ccc(N2CCN(c3ccccc3)CC2)c(F)c1	0	2	1	-4	-37	-12	-1	-1	-13	2	2
COc1ccc(C2Nc3ccccc3C(=O)N2C2CCCCC2)cc1 (stereo not given)	7	0	-15	-5	-6	-13	-10	-6	-8	-4	-3
Cc1ccc(N2C(=O)N3[C@H]4c5ccccc5OC[C@@H]4[C@@H](c4ccccc4)[C@@]3(C)C2=O)cc1	6	0	5	-3	-29	·	-12	·	-6	1	-1
Nn1c(Cc2cccc3ccccc23)nnc1SCC(=O)NC1CCS(=O)(=O)C1 (stereo not given)	0	-8	-15	5	-6	3	12	-18	1	6	-2

More structures.
mol	NOD2-RIPK2 inh	TLR9-MyD88 block	TROY NFkB inh	ABHD5 PLIN5 PPI	TWEAK-Fn14 inh	SRC2 inh	LRH-1 inv ag	COUP-TFII inh	NCOA1 inh	SRC3 inh	Granule exo inh
O=C(N/N=C(\CC(=O)c1cccs1)C(F)(F)F)c1cccnc1	0	1	17	-7	-12	-23	4	9	5	14	5
Cc1ccccc1-c1noc(-c2ccccc2C(=O)NCc2ccco2)n1	9	-8	-15	1	-21	6	-1	4	17	25	1
CCOc1c2ccc(C(=O)NCc3ccco3)cc2nn1CCOC	-9	-4	-7	5	7	4	6	-15	5	-17	0
CN1CCC(NC(=O)C2(C)CCN2Cc2ccc3ccccc3c2)CC1 (stereo not given)	-4	·	-5	9	15	0	-13	-13	6	-13	23
CS(=O)(=O)c1ccc(C(=O)Nc2cc(S(C)(=O)=O)ccc2Cl)cc1	0	0	-1	1	8	15	8	-1	-6	30	2
Cc1ccc(S(=O)(=O)N2CCOCC2)c2nsnc12	-5	8	13	-1	7	-9	7	-3	-4	-7	-1
Cc1cc(C)nc(NC(=O)c2ccc(Br)cc2)n1	-1	10	-1	3	8	-8	5	-8	-2	1	-1

Some of these compounds in order of length of the SMILES, largest number first.
mol	NOD2-RIPK2 inh	TLR9-MyD88 block	TROY NFkB inh	ABHD5 PLIN5 PPI	TWEAK-Fn14 inh	SRC2 inh	LRH-1 inv ag	COUP-TFII inh	NCOA1 inh	SRC3 inh	Granule exo inh
Cc1ccc(N2C(=O)N3[C@H]4c5ccccc5OC[C@@H]4[C@@H](c4ccccc4)[C@@]3(C)C2=O)cc1	6	0	5	-3	-29	·	-12	·	-6	1	-1
O=C(CSc1ccc(Cl)cc1)Nc1ccc(N2CCN(c3ccccc3)CC2)c(F)c1	0	2	1	-4	-37	-12	-1	-1	-13	2	2
Nn1c(Cc2cccc3ccccc23)nnc1SCC(=O)NC1CCS(=O)(=O)C1 (stereo not given)	0	-8	-15	5	-6	3	12	-18	1	6	-2
Cc1ccccc1-c1noc(-c2ccccc2C(=O)NCc2ccco2)n1	9	-8	-15	1	-21	6	-1	4	17	25	1
CN1CCC(NC(=O)C2(C)CCN2Cc2ccc3ccccc3c2)CC1 (stereo not given)	-4	·	-5	9	15	0	-13	-13	6	-13	23
COc1ccc(C2Nc3ccccc3C(=O)N2C2CCCCC2)cc1 (stereo not given)	7	0	-15	-5	-6	-13	-10	-6	-8	-4	-3
Cc1ccc(S(=O)(=O)N2CCOCC2)c2nsnc12	-5	8	13	-1	7	-9	7	-3	-4	-7	-1
Cc1cc(C)nc(NC(=O)c2ccc(Br)cc2)n1	-1	10	-1	3	8	-8	5	-8	-2	1	-1

These rows are one share of the data (hit frequency here may not be typical).
